Screening results: PubChem BioAssay, National Center for Advancing Translational Sciences (NCATS)
RGS4 inh – human RGS4 inhibition | P49798 | Transcreener GDP fluorescence polarization, RGS4-accelerated GTP hydrolysis | Potency, µM (top dose mostly 114 µM), for the others: at the highest dose activity change, negative = inhibition, actives largely listed as inhibitors | 390,000 tested, 0.039% active; also: % is scaled to controls: 0 for no effect and ±100 for the full control effect; nearly all actives have a fitted effect of over 75% in size; some results filed as inactive show a strong effect at the top dose
Target sequence (P49798 whole entry, looked up): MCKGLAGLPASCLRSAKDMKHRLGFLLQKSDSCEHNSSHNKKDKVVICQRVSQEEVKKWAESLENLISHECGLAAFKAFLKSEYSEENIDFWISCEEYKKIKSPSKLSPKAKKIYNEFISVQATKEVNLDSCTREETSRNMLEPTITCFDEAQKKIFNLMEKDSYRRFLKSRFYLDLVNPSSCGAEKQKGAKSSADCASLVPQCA
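MLSMR compounds (23 nl, pin-transferred) preincubated 10 min at room temperature with a 500nM (2x) first reagent, then RGS4 at 900nM (2x) plus Transcreener GDP mix added; fluorescence polarization (620/688 nm) read before and after 90 min at 30 °C.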
TrxR1 inh – inhibitors of rat thioredoxin reductase 1; O89049; recombinant rTrxR1, NADPH fluorescence consumption, selenite substrate; Potency, µM (series often up to 114 µM), for inactives: at the highest dose activity change, negative = inhibition, hits mostly inhibitors; 390,000 tested, 1% active; also: % is scaled to controls: 0 for no effect and ±100 for the full control effect; nearly all actives have a fitted effect of over 65% in size
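Rat TrxR1 (90 nM in the dispensed reagent) was pre-reduced with 400 uM NADPH for 5 min at room temperature, then incubated with compound for 15 min. After 400 uM selenite was added, NADPH fluorescence (Ex 340/Em 450 nm) was followed for 8 min.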
Vif-APOBEC3F blk – Vif-A3F binding inhibition; HeLa A3F-eYFP + Vif (tagged APOBEC3F with the HIV-1 protein that degrades it), YFP fluorescence increase; Potency, µM (series often up to 46.1 µM), for the others: at the highest dose activity, negative = active; 390,000 tested, 0.2% active; also: % of control where 0% means no effect; nearly all actives have a fitted effect of over 65% in size
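HeLa cells stably expressing Vif plus C-terminally eYFP-tagged A3F were seeded, incubated overnight at 37 deg C, dosed with compound, incubated overnight again at 37 deg C. Yellow fluorescence (Ex 488/Em 500-530) reported blocked Vif-mediated A3F-eYFP degradation.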
ALOX12 inh – ALOX12 (human) lipoxygenase inhibition | 580,000 tested, 1.1% active | AID 1671190 | purified 12hLO, xylenol orange hydroperoxide absorbance | Potency, µM (series often up to 108 µM), for the others: at the top dose activity change, negative = inhibition, most hits filed as inhibitors | P18054; also: % is scaled to controls: 0 for no effect and ±100 for the full control effect
Target sequence (P18054 whole entry, looked up): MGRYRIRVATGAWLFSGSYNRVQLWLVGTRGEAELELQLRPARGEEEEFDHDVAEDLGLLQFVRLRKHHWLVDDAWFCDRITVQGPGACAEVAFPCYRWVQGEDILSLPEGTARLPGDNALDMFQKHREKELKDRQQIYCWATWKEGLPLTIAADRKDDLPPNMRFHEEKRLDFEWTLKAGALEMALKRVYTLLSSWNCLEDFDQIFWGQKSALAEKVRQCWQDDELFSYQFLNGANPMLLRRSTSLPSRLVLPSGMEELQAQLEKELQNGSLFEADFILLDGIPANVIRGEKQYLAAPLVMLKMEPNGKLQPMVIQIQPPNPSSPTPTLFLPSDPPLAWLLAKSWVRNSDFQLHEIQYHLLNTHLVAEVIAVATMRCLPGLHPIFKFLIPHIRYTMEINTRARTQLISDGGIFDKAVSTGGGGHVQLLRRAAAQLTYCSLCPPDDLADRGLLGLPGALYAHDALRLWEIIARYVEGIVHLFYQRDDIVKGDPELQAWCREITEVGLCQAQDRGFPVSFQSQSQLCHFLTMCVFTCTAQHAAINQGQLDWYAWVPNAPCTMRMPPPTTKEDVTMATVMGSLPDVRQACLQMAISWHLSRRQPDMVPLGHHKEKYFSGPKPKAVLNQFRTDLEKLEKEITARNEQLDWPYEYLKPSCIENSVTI
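Purified human 12hLO (150 nM final) in 25 mM Hepes, 0.01% Triton X-100, pH 7.0 was preincubated 15 min at room temperature with compound. Then 40 uM arachidonic acid was added, 30 min. Hydroperoxide was read by Fe-XO absorbance ratio 573/405 nm.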
USP1 inh – inhibitors of human USP1/UAF1 deubiquitinase. 390,000 tested, 0.23% active. Potency, µM (top dose mostly 57.1 µM), for inactives: at the top dose activity change, negative = inhibition, hits mostly inhibitors. AID 743255. O94782. recombinant USP1/UAF1, Ub-Rhodamine cleavage fluorescence; also: % is scaled to controls: 0 for no effect and ±100 for the full control effect; nearly all actives have a fitted effect of over 60% in size; inactives centre near -12
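In this screen, compounds sit with the deubiquitinase complex (1nM) for 15 min at room temperature before Ub-Rho is added at 150nM final. Fluorescence rise is then followed for 6 reads every 60 seconds.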
mIDH1 inhibitor – blocks human mutant IDH1 R132H enzyme; O75874; IDH1-R132H enzyme, NADPH consumption, diaphorase/resazurin fluorescence; Potency, µM (series often up to 76.6 µM), without a hit: at the highest dose activity change, negative = inhibition, usual class: inhibitors; 390,000 tested, 0.093% active; also: % is scaled to controls: 0 for no effect and ±100 for the full control effect; nearly all actives have a fitted effect of over 65% in size
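IDH1-R132H (0.5 ug/mL dispensed) in pH 7.5 Tris buffer was preincubated 30 min with compound, then given a substrate mix of 0.016 mM NADPH and 2 mM alpha-KG for 80 min at room temperature; remaining NADPH was read by diaphorase/resazurin fluorescence.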
RXFP1 ag – activates the human relaxin receptor RXFP1. Q9HBX9. HEK293T-RXFP1 cAMP TR-FRET, 30 min; response scale: percent of porcine relaxin response, buffer zero. Potency, µM (titrated, usually from 57.5 µM), for inactives: at the top dose activation, hits mostly activators. 370,000 tested, 0.3% active. AID 2676; also: % is scaled to controls: 0 for no effect and ±100 for the full control effect; nearly all actives have a fitted effect of over 60% in size; many of its hits are not listed in these tables
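cAMP rise read by TR-FRET after 30 min, 37C compound exposure (up to 58 uM) in RXFP1-transfected HEK293 cells with Ro 20174 present. EC50 from Hill-equation fits, with 29 nM porcine relaxin as 100% and buffer as basal.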
TrxR1 substrate – is turned over as a substrate by rat TrxR1; O89049; purified TrxR1 substrate turnover, NADPH consumption readout; Potency, µM (highest dose often 114 µM), for inactives: at the top dose activity change, negative = substrate turnover; 390,000 tested, 0.01% active; AID 588456; also: % is scaled to controls: 0 for no effect and ±100 for the full control effect; nearly all actives have a fitted effect of over 50% in size
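Rat TrxR1, dispensed at 90 nM, was prereduced with 400 uM NADPH (final) for 5 min at ~22 deg C, then incubated with compound 15 min before 400 uM selenite. A first-read NADPH fluorescence drop versus no-compound background flagged substrates.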
Vif-APOBEC3G blk – Vif-A3G binding inhibition; Q9HC16; HeLa A3G-eYFP + Vif (tagged APOBEC3G with the HIV-1 protein that degrades it), YFP fluorescence, overnight; Potency, µM (series often up to 46.1 µM), for the others: at the top dose activity, negative = active, actives largely listed as inhibitors; 410,000 tested, 0.076% active; AID 602310;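 also: % is scaled to controls: 0 for no effect and ±100 for the full control effect; nearly all actives have a fitted effect of over 60% in size; hits raise eYFP signal because A3G escapes Vif-driven loss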
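HeLa cells stably expressing Vif and C-terminally eYFP-tagged A3G, seeded overnight at 37 deg C, then exposed to compound by pintool overnight at 37 deg C. Rise in yellow fluorescence (Ex 488/Em 500-530, Acumen) marks blocked Vif-driven A3G degradation.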
The depositor's hits bear a star; ? = inconclusive; · = no result given; & = joins results of further samples; [ ] = remark or other dose. Calls follow the shape of the dose curve; as a rule, active = well fitted curve in the direction sought with a large enough effect; inconclusive = small, poorly fitted or top-dose-only effect, or another doubt; inactive = no such curve, though single readings can be large; an effect the other way counts as inactive or inconclusive. Potency is read from the fitted curve at half-maximal effect. Not all compounds are listed, so the mix of outcomes need not match the whole.

SMILES | RGS4 inh | TrxR1 inh | Vif-APOBEC3F blk | ALOX12 inh | USP1 inh | mIDH1 inhibitor | RXFP1 ag | TrxR1 substrate | Vif-APOBEC3G blk
Cc1ccc(S(=O)(=O)Oc2ccc(C3C4=C(CCCC4=O)OC4=C3C(=O)CCC4)cc2)cc1 | 21.6% | -6.5% | -0.7% | 0.0% | -14.2% | 3.4% | 1.6% | -2.6% | -0.1%
COc1cc(-c2noc(C)c2C(=O)NCCO)cc(OC)c1OC | -35.1% | 7.8%&-4.9% | -8.5% | -7.9% | -23.7% | 13.0% | -0.7% | 8.9%&0.5% | 1.6%&-0.5%
CN(C(=O)c1cc(-c2ccccc2)on1)C1CCCCC1 | 2.7% | 11.2% | 2.5% | 6.6% | -2.8% | 2.2% | -4.3% | -3.5% | -3.3%
O=C(c1ccco1)N1CCN(C(=O)c2ccc(COc3ccc(F)cc3)o2)CC1 | 0.4% | -35.9% | -4.7% | 0.0% | 1.1% | 3.7% | -0.1% | 9.2% | -0.7%
COc1ccc(N2CCN(C(=O)C3CCN(S(=O)(=O)c4c(C)noc4/C=C/N(C)C)CC3)CC2)cc1 | -0.8% | 2.8% | 1.2% | 3.3% | -29.3% | 1.5% | 1.2% | -8.9% | 2.9%
Cc1ccc(OC(C)C(=O)N2CCN(CCc3ccccn3)CC2)cc1C (stereo not drawn) | -0.7% | 23.1% | -2.4% | -8.5% | -5.7% | 1.4% | 3.7% | 7.2% | -2.1%
Cc1ccc(NC(=O)c2nnn(Cc3ccccc3)c2N)cc1C | -0.2% | 8.5% | 1.3% | -9.6% | -21.3% | 21.6% | 15.4% | 8.9%[11.4 µM] | 0.3%
CC1Cc2nc(SCC(=O)N3CCCc4ccccc43)n(C)c(=O)c2S1 (stereo not drawn) | -21.7% | 6.3%[57.1 µM] | -4.6% | ? | -21.6% | 14.7% | 0.4% | -0.6%[57.1 µM] | 0.6%
CCNc1nc(NCC)n2c(SCC(=O)c3ccc(C(C)C)cc3)nnc2n1 | -0.3% | 22.8% | -1.5% | 31.8%[activator] | -7.9% | 2.2% | 1.5% | 13.2% | 2.1%
CCCCn1c(N)c(N(CC(C)C)C(=O)c2ccc(Br)s2)c(=O)[nH]c1=O | -4.5% | -3.1% | -1.6% | 0.0% | -19.7% | -0.4% | 0.6% | -6.8% | -3.4%
COc1cc(/C=C(/NC(=O)c2ccccc2)C(=O)Nc2cccc(O)c2)c([N+](=O)[O-])cc1OC | 22.8% | -7.1% | 0.7% | -21.6% | -0.3% | -2.1% | 1.8% | -6.2% | -3.5%
COc1ccccc1N1CCN(C(=O)c2ccc(N3CCCC3=O)cc2)CC1 | -1.6% | -16.7% | 0.4% | 7.7% | -19.7% | 2.9% | -0.4% | -0.1% | -2.0%
CCCc1cc(=O)[nH]c(SCC(=O)c2cc(C)n(C)c2C)n1 | -0.8% | 11.3% | 2.0% | 134.0%[activator] | 0.9% | 9.4% | 2.6% | 6.7% | 1.2%
COc1cc(Nc2nc(SCC(=O)c3ccc(Br)cc3)nc3ccccc23)cc(OC)c1 | ? | 15.4%[57.1 µM] | -4.1% | 0.0% | -17.5% | 2.7% | 14.9% | 10.4%[57.1 µM] | -12.3%
COCCNC(=O)c1sc2ncn(CC(=O)Nc3ccc(C)c(Cl)c3)c(=O)c2c1C | 9.5% | 3.5% | -4.6% | -9.4% | 2.3% | 1.5% | 1.3% | -5.9% | -2.3%
O=C1C2C3C=CC(C3)C2C(=O)N1c1ccc(-c2nc3ccccc3c(=O)o2)cc1 (stereo not drawn) | 19.0% | 11.0% | 1.1% | 3.4% | -8.9% | -2.6% | 0.1% | -2.2% | 2.9%
N#Cc1ccc(C(=O)OCC(=O)Nc2cccc(S(=O)(=O)NC3=NCCC3)c2)cc1 | 8.2% | 15.5% | 6.6% | ? | -21.9% | 7.4% | · | 5.0% | 4.9%
Cc1nn(C2CCS(=O)(=O)C2)c(Cl)c1/C=C/C(=O)OCC(=O)c1cc(C)n(-c2ccc(F)cc2)c1C (stereo not drawn) | -6.2% | 24.9% | 2.9% | -8.9% | -15.0% | 4.2% | -0.4% | -1.8% | 0.1%
CC1CCCC(C)N1C(=O)COC(=O)c1cc(=O)[nH]c2ccccc12 (stereo not drawn) | 4.4% | -11.7% | -10.8% | -12.1% | ? | -1.2% | · | 0.0% | 0.5%
COc1ccccc1CNC(=O)CN1C(=O)CCn2nc(-c3ccccc3)cc21 | -3.5% | 17.2% | 2.4% | -22.1% | 1.0% | -1.0% | -0.8% | -4.1% | 2.4%

In a second layout: entries from further up
| structure | RGS4 inh | TrxR1 inh | Vif-APOBEC3F blk | ALOX12 inh | USP1 inh | mIDH1 inhibitor | RXFP1 ag | TrxR1 substrate | Vif-APOBEC3G blk |
| --- | --- | --- | --- | --- | --- | --- | --- | --- | --- |
| COc1cc(Nc2nc(SCC(=O)c3ccc(Br)cc3)nc3ccccc23)cc(OC)c1 | ? | 15.4%[57.1 µM] | -4.1% | 0.0% | -17.5% | 2.7% | 14.9% | 10.4%[57.1 µM] | -12.3% |
| COCCNC(=O)c1sc2ncn(CC(=O)Nc3ccc(C)c(Cl)c3)c(=O)c2c1C | 9.5% | 3.5% | -4.6% | -9.4% | 2.3% | 1.5% | 1.3% | -5.9% | -2.3% |
| O=C1C2C3C=CC(C3)C2C(=O)N1c1ccc(-c2nc3ccccc3c(=O)o2)cc1 (stereo not drawn) | 19.0% | 11.0% | 1.1% | 3.4% | -8.9% | -2.6% | 0.1% | -2.2% | 2.9% |

Other results follow.
SMILES | RGS4 inh | TrxR1 inh | Vif-APOBEC3F blk | ALOX12 inh | USP1 inh | mIDH1 inhibitor | RXFP1 ag | TrxR1 substrate | Vif-APOBEC3G blk
O=C(Cn1cnc2ccccc2c1=O)OCC(=O)c1ccc2c(c1)OCCO2 | -28.4%[56.9 µM] | 1.7% | -4.3% | ? | -17.9% | 4.2% | 0.9% | -1.1% | -0.6%
CC1=C(C(=O)N2CCOCC2)CC(CC(=O)NC2CCCC2)C(=O)N1Cc1ccccc1 (stereo not drawn) | · | · | 4.9% | -12.3% | ? | -5.3% | · | · | -5.9%
CC1=C(c2ccc(C)c(C)c2)S(=O)(=O)N=C1N1CCC(C(=O)Nc2cccc(F)c2)CC1 | -19.2% | 13.9%[57.1 µM] | · | -22.6% | -13.5% | · | 21.2% | 1.2%[57.1 µM] | ·
Cc1ccc(S(=O)(=O)N2CCOCC2)cc1C(=O)OCCOc1cccc(Cl)c1 | -13.7% | 13.2% | 9.6% | 1.2% | -23.2% | 3.9% | 2.5% | 2.1% | -0.2%
COc1ccc(S(=O)(=O)Nc2cccc(S(=O)(=O)NC3=NCCC3)c2)cc1[N+](=O)[O-] | -19.6% | -4.9% | 5.6% | -16.4% | -21.5% | 9.2% | 2.1% | -10.5% | -2.4%
CCOC(=O)Sc1nc2ncncc2[nH]1 | ? | -68.5%[57.1 µM] | 7.0% | -20.0% | -4.0% | 7.0% | · | 18.7%[11.4 µM] | -1.0%
Cc1cc(NC(=O)c2cccnc2)cc(-c2nc3cc(Cl)ccc3o2)c1O | 10.6% | 19.1% | -0.3% | -8.7% | -23.1% | -2.5% | -0.4% | 6.3% | -0.4%
CSc1ccc(CCNC(=O)c2cnn(-c3ccccc3)c2-n2cccc2)cc1 | 4.5% | -7.0% | 8.0% | -27.5% | -28.4% | 9.8% | -2.5% | -4.2% | -9.1%
CCOc1ccc(C2C(C#N)=C(C)NC3=C2C(=O)c2ccccc23)cc1 (stereo not drawn) | -30.3% | -0.9% | -2.6% | ? | ? | 2.9% | 3.4% | 4.3% | -6.7%
Cc1ccc(S(=O)(=O)Nc2cccc(C(=O)N3CCC(C(N)=O)CC3)c2)cc1 | -13.7% | 24.0% | -0.4% | -7.1% | -20.9% | 2.9% | 2.3% | 3.6% | 0.4%
COC(C[C@H](O)[C@H](C)[C@H](O)COCc1ccccc1)OC | -0.3% | 17.1% | -3.5% | -14.4% | -26.9% | 11.0% | -2.3% | 4.7% | 0.6%
CCC(C)NC(=O)c1nn(Cc2ccccc2)c(=O)c2ccccc12 (stereo not drawn) | -4.5% | 12.8% | -7.5% | -23.0% | -2.8% | -3.9% | -0.1% | -3.9% | -1.0%
CC(OC(=O)c1ccco1)C(=O)Nc1ncc(Cl)cc1Cl (stereo not drawn) | 2.6% | -1.5% | -15.3% | 2.0% | -21.2% | 0.2% | 1.8% | -5.7% | -0.8%
O=C(Nc1ccc2nsnc2c1)NC1CCCCC1 | 3.2% | 14.5% | -14.6% | 0.0% | -14.3% | 2.2% | 3.0% | 29.3% | -25.9%
O=C(O)CSCC(=O)c1ccccc1 | 3.3% | 25.9% | -3.4% | -4.8% | -14.4% | 0.0% | -3.5% | 2.7% | 0.6%
CN(Cc1ccccc1)C(=O)c1ccc(NC(=O)Cc2cccc(NC(=O)C3CCCN(C(=O)C4CCCC4)C3)c2)cc1 (stereo not drawn) | 4.6% | 37.2%[activator][57.1 µM] | 4.1% | -0.2% | 11.5% | -1.6% | 0.0% | 16.0%[57.1 µM] | -0.9%
Cc1cccc(NC(=O)c2nc[nH]c2C(=O)Nc2cc(Br)ccc2F)c1 | · | · | -7.2% | 0.0% | -16.0% | 1.8% | · | · | 0.0%
